Screening results: PubChem, several laboratories
MRP reversal: compounds reversing MRP-mediated drug resistance; H69AR cells + 2 uM doxorubicin, CellTiter-Glo, 72 h; differential viability (reversal), % at 10 µM; actives 0.04% (n = 85,000); AID 602;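 active means viability drop by adding the cancer drug above about 55%, with treated viability meeting a 40% cutoff, limit read from the data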;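 further: viability without doxorubicin minus viability with 2 µM doxorubicin for each compound; larger differential means the compound sensitizes cells more to doxorubicin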
Bcl-B TR3 displacers: displacers of TR3 peptide from Bcl-B, primary screen, selectivity assay for Bfl-1 inhibitor project, biochemical, fluorescence polarization; actives 0.11% (n = 96,000); AID 748; displacement, % at 20 µM; hits with a dose series show IC50 in µM; FP displacement of FITC-TR3 peptide from Bcl-B; higher % means a stronger effect;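 active means displacement above 50% at 20 µM plus a fluorescence interference ratio under 1.5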;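 further: plate controls were wells without compound for no effect and wells lacking Bcl-B protein for full effect; a part of the inactive calls stands beside numbers as strong as those of hits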
IL1B NFkB inh: blocks IL-1B driven NFkB nuclear translocation in HUVEC cells. HUVEC IL-1B NFkB p65 nuclear translocation imaging. inhibition, % at 2 µM. actives 0.43% (n = 94,000). AID 796;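 active means inhibition above about 30% together with a positive call from visual inspection of the well image, limit read from the data; inconclusive means inhibition above a set limit but visual check negative; inactive means inhibition not above a set limit, visual check negative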;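 further: nuclear over cytoplasmic p65 intensity ratio measured by imaging; 0% = IL-1B stimulated DMSO wells and 100% = unstimulated DMSO wells; values of inactives mirror those of a sister screen read the other way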
IL1B NFkB pot: enhances IL-1B driven NFkB nuclear translocation. AID 819. activation, % at 2 µM. HUVEC IL-1B NFkB p65 nuclear translocation imaging. actives 0.3% (n = 94,000);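 active means activation above 40%, about the mean plus 3 SD, also judged a hit on visual image review; inconclusive means activation above 40% but not a hit on visual review; inactive means activation not above 40% and no visual hit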;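 further: percent activation is computed from the nuclear over cytoplasmic p65 intensity ratio; values of inactives mirror those of a sister screen read the other way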
PLAP inhibition: PLAP enzyme inhibitors, biochemical, luminescence, HTS (AID 690) | inhibition, % at 20 µM, or IC50 in µM where a hit was titrated | actives 0.08% (n = 96,000) | purified PLAP, luminescent substrate; higher % means a stronger effect; in the data active means a potency from the dose series; inactive means the rest, 99 in 100 with inhibition below about 30%; further: strong numbers were not always called active
MRP reversal cytotoxicity: recorded beside MRP reversal, whose call it bears; viability, %; H69AR cells, CellTiter-Glo, 72 h; measured here: cytotoxicity without doxorubicin
MRP reversal with doxorubicin: also measured in MRP reversal; calls as there; viability, %; measured here: viability with 2 uM doxorubicin; hits give low values
IL1B NFkB inh cell count 2 µM: recorded beside IL1B NFkB inh, whose call it bears; cell count; measured here: cells passing quality filter;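 raw number of nuclei counted in each imaged well without normalization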
IL1B NFkB pot cell count 2 µM: second read-out of IL1B NFkB pot, no call of its own (marks repeat the call); cell count; measured here: cells passing quality filter
* marks the source's active call; other numbers are inactive results; ? = inconclusive; · = not tested or not shown. This is a subset, so the mix of outcomes need not match the whole.

SMILES | MRP reversal | MRP reversal cytotoxicity | MRP reversal with doxorubicin | Bcl-B TR3 displacers | IL1B NFkB inh | IL1B NFkB inh cell count 2 µM | IL1B NFkB pot | IL1B NFkB pot cell count 2 µM | PLAP inhibition
CCOC(=O)CN(C(=O)c1ccccc1)c1ccccc1C | 2 | 99 | 97 | -6% | 5 | 157 | -5 | 157 | 4%
CCC(Cc1ccccc1)NC(=O)C1CCN(S(=O)(=O)c2c(C)noc2C)CC1 (stereo not given) | 11 | 95 | 84 | -12% | 8 | 124 | -8 | 124 | -20%
C=CCOC(=O)C(C#N)c1nc2ccccc2nc1N1CCCC1 (stereo not given) | -7 | 73 | 80 | -17% | -43 | 149 | ? | · | -19%
COC(=O)c1ccc(NC(=O)C23CC4CC(C2)CC(n2cnc(Cl)n2)(C4)C3)cc1 | 11 | 73 | 61 | · | 22 | 126 | -22 | 126 | ·
CC1CC(C)(C)Nc2ccc(OC(=O)c3ccco3)cc21 (stereo not given) | 1 | 1 | 0 | 1% | -8 | 167 | 8 | 167 | -23%
CCOc1ccc(S(=O)(=O)n2cc(-c3ccc(F)cc3)c(N)n2)cc1 | 6 | 97 | 92 | -3% | 8 | 97 | -8 | 97 | 7%
O=C(NCc1ccccn1)c1ccc(Br)s1 | -1 | 90 | 91 | 2% | 9 | 75 | -9 | 75 | 14%
CC1CN(Cc2nc3c(c(=O)n(C)c(=O)n3C)n2Cc2ccccc2)CC(C)O1 (stereo not given) | 11 | 83 | 72 | -1% | -1 | 58 | 1 | 58 | -37%
CCC1(C)Cc2nc3sc(C(=O)O)c(N)c3cc2CO1 (stereo not given) | · | · | · | -4% | · | · | · | · | -30%
CC1SC(=NC(=O)C(C)N2C(=O)c3ccccc3C2=O)NC1=O (stereo not given) | 3 | 93 | 90 | · | 5 | 108 | -5 | 108 | ·
CCn1c(SCC(=O)C(C)(C)C)nnc1-c1ccccc1OC | 0 | 88 | 88 | 0% | -17 | 134 | 17 | 134 | 6%
COc1ccc(N(Cc2cc3ccc(C)cc3[nH]c2=O)C(C)=O)cc1 | 4 | 88 | 84 | -8% | -17 | 98 | 17 | 98 | -1%
O=C(CCC1N=C2c3ccccc3N=C(SCc3ccc(Cl)cc3)N2C1=O)NCc1ccco1 (stereo not given) | 18 | 74 | 56 | -10% | 2 | 146 | -2 | 146 | -34%
CCC(=O)Nc1ccc(-c2nnc(SCC(=O)N3CCCCC3)n2C)cc1 | 10 | 88 | 78 | 8% | 6 | 132 | -6 | 132 | 20%
Cc1cc(C(=O)COc2cccc3cccnc23)c(C)n1C | · | · | · | 0% | -40 | 156 | ? | · | 6%
COc1ccccc1-c1nn2c(-c3ccc(C(C)(C)C)cc3)nnc2s1 | -1 | 94 | 96 | -9% | · | · | · | · | -49%
CC(C)c1nnc(NC(=O)CSc2ncn[nH]2)s1 | -9 | 92 | 101 | 7% | 12 | 125 | -12 | 125 | -51%
COC(=O)C1=C(C)N(c2ccc(Cl)c(Cl)c2)C(=O)C1 | 1 | 43 | 42 | · | -55 | 129 | 55* | 129* | ·
CC(C)n1c(SCC(N)=O)nc2c1c(=O)n(C)c(=O)n2C | 4 | 92 | 88 | 3% | -6 | 111 | 6 | 111 | 6%
CCCCn1nc2cc(C(=O)NCC34CC5CC(CC(C5)C3)C4)ccc2c1OCC | · | · | · | -3% | 7 | 157 | -7 | 157 | -64%
Cc1ccc(C(=O)C(OC(=O)CNS(=O)(=O)c2ccccc2)c2ccccc2)cc1 (stereo not given) | · | · | · | -14% | -8 | 183 | 8 | 183 | -3%
O=C(O)CNS(=O)(=O)c1ccc(F)cc1 | -1 | 100 | 101 | 0% | -18 | 125 | 18 | 125 | -6%
CC(C)=CC(=O)OCC(=O)Nc1ccccc1Cl | 12 | 91 | 79 | -3% | · | · | · | · | 17%
COc1cccc(C2CC(c3cccc(Br)c3)n3ncnc3N2)c1 (stereo not given) | -16 | 65 | 81 | -1% | -11 | 64 | 11 | 64 | -15%
CN1CCN(C(=O)c2ccc3c(c2)NC(=O)C(C)(C)O3)CC1 | -7 | 94 | 101 | 6% | -4 | 124 | 4 | 124 | 1%
O=c1oc2c(Cl)cc(Cl)cc2cc1-c1nnc(Nc2ccccc2F)s1 | · | · | · | -47% | · | · | · | · | 8%
CCn1cc(C(=O)NCCCOC(C)C)c2cc(OC)c(OC)cc2c1=O | -2 | 96 | 99 | -11% | · | · | · | · | -58%
CSc1nc(C)c2c(c1C#N)CCCC2 | 11 | 107 | 96 | -2% | · | · | · | · | 15%
Cc1ccc(O)c(C(=O)c2cnn(-c3ccccc3)c2)c1 | · | · | · | -8% | -14 | 145 | 14 | 145 | 16%
CC(Oc1ccc(C(=O)NCCc2ccccc2)cc1)C(=O)O (stereo not given) | 0 | 81 | 81 | 6% | -16 | 59 | 16 | 59 | -20%
O=C(Cn1cnc2c(cnn2-c2ccc(Cl)cc2)c1=O)NCC1CCCO1 (stereo not given) | -9 | 93 | 102 | -16% | 8 | 87 | -8 | 87 | 9%
O=C(C1CCN(c2nnc(-n3cccc3)s2)CC1)N1CCc2ccccc2C1 | -26 | 41 | 67 | · | -6 | 47 | 6 | 47 | ·
CCC(c1nnnn1C1CCCC1)N(Cc1cccs1)Cc1cc2cc(C)ccc2[nH]c1=O (stereo not given) | -5 | 4 | 9 | -5% | 5 | 175 | -5 | 175 | -32%
Cn1cc(CNC(=O)COc2ccc(Cl)cc2Cl)cn1 | -8 | 101 | 109 | 4% | -3 | 128 | 3 | 128 | -8%
COc1ccc(/C=C/C(=O)Nc2sc3c(c2C(=O)NCc2cccnc2)CCCC3)cc1 | · | · | · | 4% | -8 | 194 | 8 | 194 | -38%
CCOC(=O)CSc1nc2ccccc2c(=O)n1CCC(=O)NCCc1ccc(OC)c(OC)c1 | 10 | 95 | 85 | 7% | -23 | 185 | 23 | 185 | 6%
CCOc1cc(/C=N/Nc2nc(N3CCCC3)nc(N3CCCC3)n2)ccc1O | -8 | 94 | 102 | · | 4 | 165 | -4 | 165 | ·
O=C(O)COc1ccc(S(=O)(=O)c2ccc(OCC(=O)O)cc2)cc1 | 10 | 115 | 104 | -4% | 4 | 116 | -4 | 116 | 8%
Cc1nc(CCNS(=O)(=O)c2cccs2)cs1 | 11 | 104 | 93 | 1% | -24 | 117 | 24 | 117 | 4%
Cc1cccc2c(=O)n3c(nc12)CCCCC3 | 8 | 91 | 84 | -4% | -8 | 170 | 8 | 170 | 15%
Cc1[nH]nc2c1C(C1CC=CCC1)C(C#N)=C(N)O2 (stereo not given) | -19 | 48 | 67 | -4% | -9 | 118 | 9 | 118 | 8%
COc1ccc(C(C)=O)c(Oc2nc(CN3CCOCC3)nc3scc(-c4cccs4)c23)c1 | 4 | 62 | 59 | 3% | -13 | 130 | 13 | 130 | -39%
O=C(NC12CC3CC(CC(C3)C1)C2)c1ccc(COc2ccc(Cl)cc2[N+](=O)[O-])o1 | · | · | · | -10% | 8 | 170 | -8 | 170 | -21%
O=C(COC(=O)c1ccc(Br)o1)Nc1cccc(S(=O)(=O)N2CCCCCC2)c1 | · | · | · | -21% | -2 | 174 | 2 | 174 | 18%
CCOC(=O)c1c(C)oc2cc(Br)c(OC(C)C(=O)OCC)cc12 (stereo not given) | 5 | 100 | 95 | -2% | -16 | 221 | 16 | 221 | -68%
Cn1c(SCC(=O)N2CCN(c3cccc(Cl)c3)CC2)nnc1-c1ccncc1 | -34 | 56 | 90 | 3% | -15 | 128 | 15 | 128 | 3%
COc1ccc(S(=O)(=O)N2C3CCC2CC(NC(=O)NC2CCCCC2)C3)cc1 (stereo not given) | -7 | 68 | 75 | 4% | -25 | 116 | 25 | 116 | -14%
Cc1ccc2c(c1)[nH]c1c(=O)n(CCN3CCNCC3)cnc12 | -3 | 98 | 101 | -7% | -2 | 95 | 2 | 95 | -21%
O=C(O)CC(c1cccc2ccccc12)n1cccc1 (stereo not given) | -2 | 81 | 83 | 5% | 14 | 128 | -14 | 128 | -14%
CCOC(=O)C1=C(C)N(C)C(C)=C(C(=O)OCC)C1c1ccc(C(=O)OC)cc1 | 8 | 89 | 81 | 2% | 8 | 53 | -8 | 53 | -84%
O=C(C1CCCN(Cc2ccccc2Br)C1)N1CCCCC1 (stereo not given) | 11 | 92 | 80 | -14% | -29 | 157 | 29 | 157 | -6%
O=C1c2ccccc2NC(c2ccco2)N1O (stereo not given) | -8 | 88 | 95 | -6% | -4 | 150 | 4 | 150 | 16%
N#Cc1ccc(N=c2ssnc2Cl)cc1 | -8 | 3 | 11 | -5% | -8 | 153 | 8 | 153 | -14%
O=C(O)c1ccc(S(=O)(=O)NC2CCCc3ccccc32)cc1 (stereo not given) | · | · | · | -4% | 9 | 186 | -9 | 186 | -18%
COc1ccc(-c2nnc3ccc(SC(C(C)=O)C(C)=O)nn23)cc1OC | -9 | 58 | 68 | -5% | -14 | 167 | 14 | 167 | -32%
CC(C)NC(=O)c1ccc(COCC(F)(F)C(F)F)cc1 | 22 | 106 | 84 | 3% | 4 | 126 | -4 | 126 | 15%
COc1ccc(CCN(Cc2cc3cc(C)c(C)cc3nc2Cl)C(=O)C2CC2)cc1 | · | · | · | 0% | -5 | 147 | 5 | 147 | 2%
CCc1ccc(-c2nc(CS(=O)CC(=O)NCc3cccnc3)c(C)o2)cc1 (stereo not given) | 7 | 85 | 79 | 5% | · | · | · | · | -52%
CCOc1cc(C2c3c(n[nH]c3C)C(=O)N2c2ccc(C)cc2)ccc1O (stereo not given) | 18 | 96 | 77 | -3% | -18 | 150 | 18 | 150 | -90%
COc1ccc2nc(NC3=NCN(CC4CCCO4)CN3)nc(C)c2c1 (stereo not given) | -8 | 101 | 109 | 0% | · | · | · | · | -23%

A few values from the results shown:
`Cn1c(SCC(=O)N2CCN(c3cccc(Cl)c3)CC2)nnc1-c1ccncc1` in PLAP inhibition has 3%
`CC(C)NC(=O)c1ccc(COCC(F)(F)C(F)F)cc1` in MRP reversal with doxorubicin has 84

By substructure, the entries above with an aryl thioether with sulfur outside any ring.
SMILES | MRP reversal | MRP reversal cytotoxicity | MRP reversal with doxorubicin | Bcl-B TR3 displacers | IL1B NFkB inh | IL1B NFkB inh cell count 2 µM | IL1B NFkB pot | IL1B NFkB pot cell count 2 µM | PLAP inhibition
CCn1c(SCC(=O)C(C)(C)C)nnc1-c1ccccc1OC | 0 | 88 | 88 | 0% | -17 | 134 | 17 | 134 | 6%
CCC(=O)Nc1ccc(-c2nnc(SCC(=O)N3CCCCC3)n2C)cc1 | 10 | 88 | 78 | 8% | 6 | 132 | -6 | 132 | 20%
CC(C)c1nnc(NC(=O)CSc2ncn[nH]2)s1 | -9 | 92 | 101 | 7% | 12 | 125 | -12 | 125 | -51%
CC(C)n1c(SCC(N)=O)nc2c1c(=O)n(C)c(=O)n2C | 4 | 92 | 88 | 3% | -6 | 111 | 6 | 111 | 6%
CSc1nc(C)c2c(c1C#N)CCCC2 | 11 | 107 | 96 | -2% | · | · | · | · | 15%
CCOC(=O)CSc1nc2ccccc2c(=O)n1CCC(=O)NCCc1ccc(OC)c(OC)c1 | 10 | 95 | 85 | 7% | -23 | 185 | 23 | 185 | 6%
Cn1c(SCC(=O)N2CCN(c3cccc(Cl)c3)CC2)nnc1-c1ccncc1 | -34 | 56 | 90 | 3% | -15 | 128 | 15 | 128 | 3%
COc1ccc(-c2nnc3ccc(SC(C(C)=O)C(C)=O)nn23)cc1OC | -9 | 58 | 68 | -5% | -14 | 167 | 14 | 167 | -32%
